# CSN deneddyl inh = inhibitors of human CSN-mediated cullin deneddylation. Q92905. Purified CSN, SCF-Nedd8-OG deneddylation, fluorescence polarization. inhibition, % at 12.5 µM. 360,000 compounds, 0.38% hits. AID 651999;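 active = pattern-corrected inhibition above about 35%, with an unprinted fluorescence ratio check between 0.5 and 1.5, limit read from the data, passing the limit was not always enough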;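 note: 0% = enzyme with substrate and 100% = substrate without enzyme; some results filed as inactive read as strong as hits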
#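 Material: human Csn5 produced in HEK293T cells; Input: enzyme 0.24 nM; Reagent: SCFSkp2-Nedd8OG substrate at 10 nM final; Dosing: 12.5 µM compound; Incubation: 90 min reaction at room temperature; Detection: fluorescence polarization of the substrate; Evaluation: % inhibition of substrate cleavage by Csn5; Control set: substrate-only high control, full reaction low control.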
# PABP1 MLLE inh = blocks PAM2 peptide binding to the PABP1 MLLE domain; AID 588489; 360,000 compounds, 0.36% hits; GST-MLLE / FITC-PAM2 fluorescence polarization; inhibition, % at 20 µM; P11940; in the data active = inhibition above about 35%, passing the limit was not always enough;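 note: plate controls were DMSO wells with GST-MLLE for no effect and wells lacking GST-MLLE protein for full effect; some results filed as inactive read as strong as hits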
# SUMO1 PPI mod = modulators of human SUMO1-mediated protein-protein interactions; P63165; SUMO1 binding to a labelled peptide, TR-FRET, 1 h; inhibition, % at 20 µM; 360,000 compounds, 0.33% hits; in the data active = inhibition above about 37%
# STEP inh = STEP (human) phosphatase inhibition. inhibition, % at 20 µM. AID 588621. recombinant STEP, OMFP fluorogenic substrate, fluorescence. 360,000 compounds, 0.25% hits. P54829;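 active = inhibition at 20 µM, scaled per plate between control wells, above about 37%, limit read from the data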;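 note: 0% = DMSO with enzyme and substrate and 100% = substrate only without enzyme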
# Target sequence (P54829 whole entry, looked up): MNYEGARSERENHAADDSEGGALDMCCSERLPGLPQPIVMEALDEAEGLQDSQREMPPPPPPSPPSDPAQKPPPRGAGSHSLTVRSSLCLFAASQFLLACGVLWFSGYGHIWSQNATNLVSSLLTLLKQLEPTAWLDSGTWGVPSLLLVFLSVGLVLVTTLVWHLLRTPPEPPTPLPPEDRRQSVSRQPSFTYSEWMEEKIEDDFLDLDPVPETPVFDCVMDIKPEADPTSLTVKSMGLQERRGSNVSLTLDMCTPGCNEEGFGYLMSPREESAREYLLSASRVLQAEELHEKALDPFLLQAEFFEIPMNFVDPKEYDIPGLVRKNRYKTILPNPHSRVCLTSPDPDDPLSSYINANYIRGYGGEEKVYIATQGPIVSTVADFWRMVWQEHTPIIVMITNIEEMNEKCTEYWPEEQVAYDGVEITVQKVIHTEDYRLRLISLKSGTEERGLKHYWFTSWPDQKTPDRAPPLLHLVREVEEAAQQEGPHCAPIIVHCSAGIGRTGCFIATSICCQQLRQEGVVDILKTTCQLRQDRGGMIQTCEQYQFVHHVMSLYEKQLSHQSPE
#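 Assay system: isolated STEP enzyme / Timing: 20 min at room temperature, dark / Doses: 20 µM, 1% DMSO / Technique: fluorescence intensity, excitation 480 nm, emission 540 nm / Reagent: fluorogenic phosphatase substrate OMFP at 25 µM final / Measure: percent inhibition scaled to no-enzyme and uninhibited-enzyme controls, plate-pattern corrected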
# Tb MetRS inh = Trypanosoma brucei MetRS inhibition | purified T. brucei MetRS, ATP depletion, Kinase-Glo luminescence | inhibition, % at 11.9 µM | 360,000 compounds, 0.4% hits;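 active = inhibition above a per-plate cutoff of the control wells' mean inhibition plus 3 SD, cut at about 5.5% in these data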;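 note: 0% = DMSO wells median and 100% = median of wells with control inhibitor compound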
#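 assay system = parasite MetRS enzyme | timing = 15 min preincubation, 2 h reaction, all 25 °C | evaluation = percent inhibition relative to median high and low control wells | medium = HEPES buffer containing pyrophosphatase, BSA, spermine, DTT | compound = single dose, 11.9 µM final nominal, 0.9% final DMSO | detection = Kinase-Glo luminescence, ATP depletion format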
# DNMT1 block = DNMT1 (human) enzyme inhibition; AID 588458; inhibition (reported as % activation of signal), % at 10 µM; DNMT1 molecular beacon, Hinp1I cleavage, fluorescence; 360,000 compounds, 0.83% hits; P26358; in the data active = inhibition above about 50%
# Rpn11 inh = inhibitors of human proteasome Rpn11; human 26S proteasome, Ub4-pepOG fluorescence polarization; 20S core pre-blocked with epoxomicin; 360,000 compounds, 0.59% hits; O00487; calls only at 20 µM;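 active = inhibition at 20 µM, scaled to each plate's controls, above about 33%, limit read from the data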
# Target sequence (O00487 whole entry, looked up): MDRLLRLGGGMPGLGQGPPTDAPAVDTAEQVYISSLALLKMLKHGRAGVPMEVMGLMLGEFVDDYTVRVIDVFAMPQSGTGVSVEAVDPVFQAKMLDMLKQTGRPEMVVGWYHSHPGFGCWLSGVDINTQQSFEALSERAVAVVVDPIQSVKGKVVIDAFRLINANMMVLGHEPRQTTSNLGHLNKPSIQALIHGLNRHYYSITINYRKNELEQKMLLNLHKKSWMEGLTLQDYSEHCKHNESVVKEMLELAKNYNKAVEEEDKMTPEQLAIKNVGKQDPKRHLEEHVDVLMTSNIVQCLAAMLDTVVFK
# Scp-1 inhibitor = Scp-1 (human) phosphatase inhibition; inhibition, % at 20 µM; Q9GZU7; Recombinant Scp1, phosphopeptide, malachite green phosphate absorbance; 340,000 compounds, 0.88% hits;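 active = inhibition above about 50% at 20 µM, limit read from the data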;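 note: plate controls were DMSO wells with enzyme for no effect and wells lacking enzyme for full effect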
# Target sequence (Q9GZU7 76-261 limits assumed): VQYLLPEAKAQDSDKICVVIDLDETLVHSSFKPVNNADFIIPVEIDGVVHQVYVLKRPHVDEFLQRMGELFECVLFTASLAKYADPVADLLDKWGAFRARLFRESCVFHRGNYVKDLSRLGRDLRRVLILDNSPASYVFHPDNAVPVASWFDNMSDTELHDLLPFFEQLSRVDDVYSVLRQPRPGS
#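 Material: truncated SCP-1 phosphatase (76-261aa) / Buffer or medium: 50 mM Tris acetate pH 5.5, 0.005% Tween-20, 10 mM MgCl2 / Compound dosing: one concentration, 20 µM, with 1.0% DMSO / Incubation: 45 min room-temperature reaction, 5 min colour, 30 min stabiliser / Detection: colorimetric free-phosphate detection, absorbance 630 nm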
# LMPTP block = blocks human LMPTP phosphatase | P24666 | recombinant LMPTP-A, OMFP fluorogenic substrate, fluorescence intensity | inhibition, % at 20 µM | 360,000 compounds, 0.22% hits | AID 651560;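 active = compounds that cut the enzyme signal by at least half of the control window in the single-dose screen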;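 note: plate controls were DMSO wells with enzyme plus substrate for no effect and substrate without enzyme for full effect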
#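 Buffer or medium: Bis-Tris pH 6.0, DTT, detergent; Assay system: LMPTP-A enzyme; Quantity: 0.625 nM enzyme; Detection: endpoint fluorescence intensity; Times: 50 min dark incubation at room temperature; Controls: substrate-only low control, DMSO enzyme-plus-substrate high control; Doses: single 20 µM dose; Read-out: percent inhibition versus substrate-only and uninhibited controls; Reagent: 400 µM OMFP.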
# NadD inh = inhibitors of Staphylococcus aureus NadD; purified NadD enzyme, colorimetric absorbance read-out; inhibition, % at 20 µM; 360,000 compounds, 0.78% hits; in the data active = inhibition above about 26%; note: some compounds past the cut are filed as inactive
# The depositor's hits bear a star; i = inactive; nt = not tested or not shown.
no.	canonical_smiles	NadD inh	PABP1 MLLE inh	CSN deneddyl inh	STEP inh	DNMT1 block	Tb MetRS inh	Rpn11 inh	SUMO1 PPI mod	LMPTP block	Scp-1 inhibitor
1	CC(C)CCC(CC(C)O)C(=O)NNC(=S)Nc1ccccc1 (stereo not drawn)	-1	2	-7	-2	-4	1.1	i	1	0.6	-8
2	O=C1CC(c2ccc(S(=O)(=O)Nc3cc(C(F)(F)F)cc(C(F)(F)F)c3)cc2)CN1 (stereo not drawn)	5	-10	-3	-3	-1	-0.5	i	0	2.2	-4
3	O=[N+]([O-])c1ccc(C2CN=C(Nc3ccccc3)S2)cc1 (stereo not drawn)	3	1	6	1	-3	1.1	i	-10	0.7	1
4	O=C(CN1C(=O)c2ccccc2S1(=O)=O)Nc1ccc(S(=O)(=O)Nc2ncccn2)cc1	-3	9	2	1	3	-0.1	i	4	-1.0	2
5	CNS(=O)(=O)c1cccc(C(=O)OCC(=O)NC2CCCC(C)C2C)c1 (stereo not drawn)	-1	8	3	1	1	-0.5	i	-3	-0.4	-5
6	COc1ccc(-c2nnc(NC(=O)c3ccco3)s2)cc1	2	5	3	8	4	-0.5	i	-5	19	-3
7	Cc1ccc(S(C)(=O)=NS(=O)(=O)c2cccc3nsnc23)cc1 (stereo not drawn)	-3	6	5	1	2	0.2	i	-33	-1.0	8
8	Cc1cc(NC(=O)CCC(=O)N(Cc2ccco2)C2(C(=O)NC3CCCCC3)CCCCC2)no1	3	8	-1	-1	1	-0.1	i	-5	-0.3	-1
9	Cn1c(=O)oc2cc(S(=O)(=O)NCCC(=O)NCCc3ccccc3)ccc21	1	-1	1	-3	4	0.2	i	5	-1.8	-2
10	N#C/C(=C/c1ccc(OCc2ccc(C(=O)O)cc2)cc1)C(=O)Nc1ccccc1	12	-130	2	3	1	0.3	i	-15	1.6	71*
11	CC(C)(C)c1ccc(-c2cn(-c3ccc(Br)cc3)c3[n+]2CCCS3)cc1	2	-23	-4	0	2	-0.3	i	2	1.6	20
12	COC(=O)c1sc(NC(=S)NC(=O)c2cccc(Br)c2)nc1C	3	27	4	1	-1	0.4	i	-3	0.8	-6
13	O=C(Nc1cccc(Cl)c1)N1CCCC1	1	1	0	0	-1	-0.6	i	1	-0.1	-9
14	CC(=O)c1cc(-c2ccccc2)n(CCC(=O)NC2CCCCCCC2)c1C	-1	16	-17	2	5	-0.5	i	-4	0.9	6
15	COc1cc(OC)c(OC)cc1NC(=O)CC1COc2ccccc2O1 (stereo not drawn)	-3	0	5	-5	-4	-0.8	i	-2	-1.8	-7
16	CC(C)(C)c1ccc(C(=O)N2CCN(CCNC(=O)C(=O)NCc3ccc(Cl)cc3)CC2)cc1	-5	-8	0	2	-1	-0.5	i	-3	1.6	2
17	CCCOc1ccc(C2=NNC(=O)CC2)cc1	-4	-8	-1	-2	-1	-0.2	i	-5	-1.3	-3
18	COc1cc(CC(CC(=O)O)CC(C)OCc2ccccc2)cc(OC)c1 (stereo not drawn)	-4	5	-16	2	-3	-0.4	i	0	-2.6	-12
19	NC(N)=NS(=O)(=O)c1ccc(N/C=C/C(=O)c2ccc(Cl)c(Cl)c2)cc1	22	-11	1	7	-9	0.4	i	-6	8.7	-4
20	COCCCNCCCCOc1ccc(Br)cc1Cl	-7	1	2	3	4	4.3	i	-1	-1.0	-2
21	C=C(C)CSC1=C(C#N)C(c2ccccc2Cl)CC(=O)N1 (stereo not drawn)	2	-88	-4	0	-12	-0.8	i	-4	1.3	14
22	C=CCN(Cc1nc(-c2ccccc2)no1)C(=O)c1ccco1	-4	13	-3	2	-1	-1.0	i	3	0.5	-10
23	Cc1nc(CNS(=O)(=O)c2ccc(F)cc2)cs1	4	-4	-8	-2	2	-0.9	i	2	0.5	0
24	Cc1cc(C)n(-c2ccc(C(=O)OCc3nnc(-c4ccccc4)o3)cc2)n1	-3	5	-1	-6	-8	-0.3	i	-5	-0.2	-2
25	CCC1CCCCN1Cc1ccc(CNC(=O)CCc2nnc3ccc(N4CCCCC4)nn23)o1 (stereo not drawn)	-1	-11	1	-1	2	-0.3	i	-4	-0.4	-2

# As a working copy, some entries already given.
no.	canonical_smiles	NadD inh	PABP1 MLLE inh	CSN deneddyl inh	STEP inh	DNMT1 block	Tb MetRS inh	Rpn11 inh	SUMO1 PPI mod	LMPTP block	Scp-1 inhibitor
18	COc1cc(CC(CC(=O)O)CC(C)OCc2ccccc2)cc(OC)c1 (stereo not drawn)	-4	5	-16	2	-3	-0.4	i	0	-2.6	-12
19	NC(N)=NS(=O)(=O)c1ccc(N/C=C/C(=O)c2ccc(Cl)c(Cl)c2)cc1	22	-11	1	7	-9	0.4	i	-6	8.7	-4

# The list goes on:
no.	canonical_smiles	NadD inh	PABP1 MLLE inh	CSN deneddyl inh	STEP inh	DNMT1 block	Tb MetRS inh	Rpn11 inh	SUMO1 PPI mod	LMPTP block	Scp-1 inhibitor
26	CCC(C)C(=O)Nc1nnc(SCC(=O)Nc2ccc(F)cc2)s1 (stereo not drawn)	-6	-1	-7	-3	-3	0.4	i	2	-0.5	-11
27	O=C(/C(N=Nc1cccc([N+](=O)[O-])c1)=C(/O)c1ccc(Br)cc1)C(F)(F)F	5	16	0	0	-28	0.5	i	-8	6.7	nt
28	O=C(O)CCN1C(=O)C2C3C=CC(C2C1=O)C1C(=O)N(CCC(=O)O)C(=O)C31 (stereo not drawn)	-1	14	6	-1	3	-1.7	i	2	-1.4	11
29	COc1ccc(Nc2cc(C)nc(-n3nc(C)cc3C)n2)cc1	1	-5	-1	-4	5	-0.3	i	13	-0.9	-4
30	CC(NC(=O)c1cc(F)c(F)cc1Cl)c1ccncc1 (stereo not drawn)	-1	-1	1	-5	0	-0.7	i	-5	-1.6	0
31	O=C(OCc1csc(-c2ccccc2)n1)c1cccs1	-6	-42	-1	-5	27	-1.3	i	-5	0.3	-17
32	CCOC(=O)CC(=O)CSc1nc2c(cc1C#N)CCC2	-2	9	2	-1	2	-0.8	i	-2	1.3	-7
33	CCC(C)NC(=O)c1ccc2c(Cl)c3c(nc2c1)CCC3 (stereo not drawn)	-4	7	0	-3	1	0.4	i	-4	-0.1	-1
34	CC(=O)c1ccc(NC(=S)NCCc2cccc(Cl)c2)cc1	-11	14	10	0	3	5.5	i	-3	1.3	-6
35	Cc1nnc(-n2cnc3ccccc32)c2ccccc12	-2	9	6	8	3	0.3	i	1	-1.0	-5
36	O=C(CCCN1C(=O)/C(=C\c2cccc(Br)c2)SC1=S)Nc1ccc(C(=O)O)cc1	6	16	8	0	6	-0.3	i	-26	14	nt
37	COc1ccccc1-c1ccc(SCC(=O)Nc2cc(C)on2)nn1	-1	-2	-4	0	1	-0.7	i	2	-0.1	-1
38	COc1cccc(N(C(C)=O)c2nc(C)cc(C)c2C#N)c1	-1	-5	-2	-1	2	-1.5	i	-1	-1.2	-4
39	O=C(C/C=N/OCc1c(Cl)cccc1Cl)c1ccccc1	0	-4	0	1	0	0.6	i	1	3.8	-10
40	COC(=O)c1cc2ccc(OC)c(OC)c2c(=O)s1	-9	3	0	-2	5	-1.4	i	-24	-1.0	1
41	CC(=O)OCC(C)n1c(=O)c2ccccc2n1C(C)=O (stereo not drawn)	3	nt	-2	nt	nt	-0.3	nt	2	-0.3	nt
42	Nc1ncc(Br)cc1S(=O)(=O)Nc1ccccc1F	-1	4	5	-1	2	-0.3	i	6	-0.5	-1
43	c1ccc(C2CC(c3ccccc3)n3c(nc4ccccc43)N2)cc1 (stereo not drawn)	2	-4	-8	-8	49	-0.4	i	-4	-3.1	3
44	C[C@H](CO)N1C[C@H](C)[C@@H](CN(C)S(=O)(=O)c2ccccc2)Oc2c(NC(=O)CCC(F)(F)F)cccc2C1=O	-7	10	3	6	3	-0.2	i	-1	-1.4	-8
45	CCCCC(=O)N(C)c1c(C)nc2ccc(C(=O)N(CC)CCN(C)C)cn12	3	17	-1	-2	2	-0.5	i	5	-4.1	nt
46	CCOC(=O)c1c(C)c(C)n2c1NC(=O)C2	12	-53	21	0	-4	-1.3	nt	4	0.6	nt
47	CCn1c(SCc2cccc(F)c2)nnc1-c1cccnc1	-2	2	-1	-1	1	-0.8	i	-5	-0.3	1
48	COc1ccc(-c2ccc(-c3noc(-c4cccc(OC)c4)n3)c(OC)n2)cc1	1	-10	8	-2	19	-0.5	i	9	-0.3	-10
49	Cc1cc(Cl)ccc1OC(C)C(=O)Nc1cccc(S(=O)(=O)N2CCOCC2)c1 (stereo not drawn)	-9	10	-1	1	2	0.2	i	1	-0.6	nt
50	Cc1ccc(NC(=O)C(Nc2cccc(C)c2)c2ccccc2)cc1 (stereo not drawn)	-4	-39	-7	5	1	-1.2	i	1	2.1	-3
51	Fc1ccc(-c2ccc3nccn3c2)cc1Cl	-1	-86	0	3	-3	-0.4	i	3	2.8	nt
52	NS(=O)(=O)c1ccc(CCNC(=O)c2ccc(Cl)c(S(=O)(=O)NCc3ccco3)c2)cc1	-3	-2	0	-2	-2	0.0	i	1	-1.1	-4
53	CCOc1cc(/C=N/Nc2ccc(S(=O)(=O)Nc3ccccc3C(=O)O)cc2[N+](=O)[O-])cc(Cl)c1O	16	7	-3	3	-19	-0.4	i	66*	24	nt
54	Oc1ccccc1CNCC12CC3CC(CC(C3)C1)C2	-36	1	-1	-6	3	-2.1	i	2	1.0	-6
55	CCOc1ccc(Cn2nnc(C(=O)NCc3ccccc3)c2N)cc1	-1	16	3	1	1	0.1	i	5	0.9	-12
56	NC(=O)NC(=O)CSc1cccc(C(F)(F)F)c1	-5	6	3	-5	3	-0.4	i	-3	-0.8	-9
57	O=C(NCc1cccnc1)c1ccccc1-c1ccccc1	-3	4	-7	-2	0	-0.5	i	-1	0.7	-5
58	CC(C)n1cc(CN2CCCC(CNS(=O)(=O)c3cccc4cccnc34)C2)cn1 (stereo not drawn)	1	5	-3	0	2	0.4	i	-4	-1.4	-6
59	COc1ccc(-c2cc(NC=O)c3ncc(-c4cccc(C(=O)NCCN(C)C)c4)n3c2)cn1	-4	-21	2	3	-1	-0.1	i	-33	-2.5	nt

# From PubChem BioAssay
